Glyco luc inh: increase of ERlucT glycosylation luciferase signal, primary screen, N-linked glycosylation inhibitor project, D54 ERlucT cells, luminescence, set 2 | reporter increase, % at 12.5 µM | AID 588692, 2011 | actives 0.23% (n = 360,000) | D54 ERlucT glycosylation luciferase reporter, 24 h; percent of 100 nM tunicamycin response;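 active = mean luciferase reporter signal, scaled so untreated is 0 and the glycosylation-blocking control 100, at or above a set limit in every replicate; inconclusive = mean reaches the limit but not every replicate does; inactive = mean below the limit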;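 also: luciferase carries N-glycosylation sites so blocking glycosylation raises the light; 0% = median of neutral control wells and 100% = median of 100 nM tunicamycin wells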
HTR2A ag: mouse Htr2a agonists via beta-arrestin recruitment, primary screen, cell-based, luminescence. 5-hydroxytryptamine receptor 2A (Mus musculus), P35363. actives 0.66% (n = 360,000). activation, % at 7.6 µM. CHO-K1 mHTR2A beta-arrestin complementation; percent of 30 µM serotonin response;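 active = activation above a run cutoff, the mean activation of all tested compounds plus 3 SD, cut at about 14% in these data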;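 also: 0% = plate median of compound wells and 100% = 30 µM serotonin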
MC4R ag barr: MC4R agonists recruiting beta-arrestin, primary screen, cell-based, luminescence, agonist arm of biased-ligand search; Melanocortin receptor 4 (Homo sapiens), P32245; activation, % at 8.9 µM; actives 0.98% (n = 360,000); U2OS MC4R beta-arrestin complementation; percent of melanotan II response, DMSO zero; AID 540308, 2011;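 active = activation above a per-plate cutoff, the mean activation of sample wells on that plate plus 3 SD, cut at about 8% in these data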
H9c2 protect: cardioprotection against H2O2-induced cell death, primary screen, uHTS, H9c2 cells, ATPLite luminescence; H9c2 cardiomyocytes, H2O2 injury protection, 2 h; actives 0.63% (n = 360,000); protection from H2O2 cell death, % at 20 µM;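 active = compounds giving at least 50% protection of heart cells from peroxide-induced death in the single-dose screen, raw or plate-pattern-corrected value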;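 also: 0% = DMSO wells with peroxide and 100% = DMSO wells without peroxide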
aDG glyco up: activators of alpha-DG glycosylation, primary screen, uHTS, Pro5-aDG cells, AlphaScreen. alpha-DG glycosylation AlphaScreen (IIH6); 0% Pro5, 100% B10-LARGE cell signal. activation, % at 10 µM. actives 0.22% (n = 360,000);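 active = activation of at least 8% versus controls, or a plate z-score of at least 8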;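 also: Pro5 are CHO cells carrying HIG-tagged alpha-DG that lacks glycosylation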
ABCB6 inh 2: ABCB6 transporter inhibitors, primary screen, K562-ABCB6 cells, flow cytometry, MLPCN library | actives 0.19% (n = 360,000) | K562-ABCB6 porphyrin accumulation, 1 h; stronger effect = lower value | fluorescence ratio to DMSO, % at 10 µM | AID 602162, 2011;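 active = fluorescence ratio to DMSO below 75%, the collection mean minus 3 SD; inconclusive = too few cells collected in the well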;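 also: signal is porphyrin accumulated inside mitochondria; 100% equals median channel fluorescence of DMSO control wells; lower ratio means ABCB6 inhibition with less porphyrin fluorescence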
Target sequence (Q9NP58 whole entry, looked up): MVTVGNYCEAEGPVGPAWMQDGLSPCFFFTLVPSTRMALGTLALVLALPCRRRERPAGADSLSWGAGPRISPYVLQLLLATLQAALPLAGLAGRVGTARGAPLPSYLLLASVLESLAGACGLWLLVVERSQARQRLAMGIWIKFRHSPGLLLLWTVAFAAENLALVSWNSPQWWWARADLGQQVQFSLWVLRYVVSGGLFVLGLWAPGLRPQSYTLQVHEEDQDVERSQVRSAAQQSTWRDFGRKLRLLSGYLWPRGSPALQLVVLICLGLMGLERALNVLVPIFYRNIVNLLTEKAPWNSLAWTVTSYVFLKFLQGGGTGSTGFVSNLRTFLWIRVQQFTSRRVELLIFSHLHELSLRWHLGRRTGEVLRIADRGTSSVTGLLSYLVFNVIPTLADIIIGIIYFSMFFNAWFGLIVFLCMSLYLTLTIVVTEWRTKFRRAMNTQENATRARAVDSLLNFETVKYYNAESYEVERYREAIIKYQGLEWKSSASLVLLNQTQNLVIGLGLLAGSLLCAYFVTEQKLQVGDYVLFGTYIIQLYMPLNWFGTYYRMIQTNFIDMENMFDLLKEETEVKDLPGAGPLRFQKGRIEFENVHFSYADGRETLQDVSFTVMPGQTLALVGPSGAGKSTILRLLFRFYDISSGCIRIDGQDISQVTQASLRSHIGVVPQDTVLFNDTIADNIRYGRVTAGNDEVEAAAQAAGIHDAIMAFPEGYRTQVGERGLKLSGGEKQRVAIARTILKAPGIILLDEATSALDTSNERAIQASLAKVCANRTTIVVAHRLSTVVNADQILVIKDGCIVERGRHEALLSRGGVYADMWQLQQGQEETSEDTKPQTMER
PDI turbidity: inhibitors of human PDI, primary screen, biochemical, turbidity, single point, plate reader. Protein disulfide-isomerase (Homo sapiens), P07237. PDI insulin aggregation turbidity, A650, 90 min. inhibition, % at 10 µM. actives 0.052% (n = 350,000). AID 588391, 2011;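 active = mean inhibition across replicates of 30% or more, whatever share of single replicates reach that level; inconclusive = mean inhibition below 30% while every single replicate reaches 30%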;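 also: absorbance from insulin aggregation driven by PDI reduction with DTT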
Vif imaging: HIV Vif self-association inhibitors, primary screen, imaging, HEK293T, single point; HEK293T cells, Vif self-association by quenched fluorescence, 24 h; inhibition, % at 7.49 µM; actives 0.35% (n = 340,000); AID 602346, 2012; in the data active = inhibition above about 50%, passing the limit was not always enough; inconclusive = no clear call, values can overlap the other calls; inactive = below about 31%; also: some results filed as inactive read as strong as hits
MC4R antag cAMP: MC4R antagonists of cAMP signaling, primary screen, cell-based, TR-FRET, antagonist arm of biased-ligand search; Melanocortin receptor 4 (Homo sapiens), P32245; MC4R-expressing cells, MTII-stimulated cAMP, LANCE TR-FRET; inhibition, % at 6.5 µM; actives 0.48% (n = 360,000); AID 540295, 2011;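 active = inhibition above its plate's cutoff, the mean of tested wells on that plate plus 3 SD, cut at about 29% in these data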;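 also: 0% = Melanotan II alone and 100% = Melanotan II plus saturating MCL0020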
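material = U2OS cells stably expressing human melanocortin 4 receptor (MC4R) | also added = Melanotan II challenge | dosing = single nominal compound dose of 6.5 µM | detection = TR-FRET with Eu-cAMP and labeled anti-cAMP, 671 nm | replication = singlicate | timing = compound 30 min, challenge 1 h, detection 1 h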
CaV13 FRET inh: Primary screen for inhibitors of IQ motif and Ca2+-dependent inactivation inhibitor domain binding in CACNA1D, Förster resonance energy transfer in living cells, …. AID 743397. HEK cells, CFP/YFP FRET ICDI-IQ, plate reader, 10 min; percent FRET-ratio fall versus neutral wells. inhibition, % at 12.3 µM. actives 0.098% (n = 340,000);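 active = mean replicate inhibition of at least 30% and at least 1% of replicates passing that level; inconclusive = only one of the two criteria is met; inactive = neither criterion is met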;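 also: 0% = median of the neutral control wells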
* hit, by the source's call; i = inactive; ? = inconclusive; . = not tested or not shown.

SMILES	Glyco luc inh	HTR2A ag	MC4R ag barr	H9c2 protect	aDG glyco up	ABCB6 inh 2	PDI turbidity	Vif imaging	MC4R antag cAMP	CaV13 FRET inh
CN(CCc1cn[nH]c1)C(=O)CC1C(=O)NCCN1Cc1cccc(Oc2ccccc2)c1 (centres undefined)	-2	4	0.4	-5	0.0	99	5	-9	6	-7
Cc1cccc(-n2cccc2)c1C#N	0	-3	-0.6	3	0.1	104	-9	3	2	-4
Cc1nn(C(C)(C)C)c(N)c1-c1ccccc1	1	2	-0.4	16	-0.1	95	8	-10	-3	-4
[2H]c1c([2H])c([2H])c(C(=O)c2sc(N3CCCCCC3)nc2-c2ccccc2)c([2H])c1[2H]	-3	1	-1.9	-11	-0.3	95	-4	1	8	-2
CCc1ccc(NC(=O)N2CCc3ccccc3C2)cc1	0	-7	-2.9	-6	0.6	96	-3	-14	-6	.
CCOc1ccc(C2CC(=O)n3nc(C45CC6CC(CC(C6)C4)C5)nc3S2)cc1OC (centres undefined)	1	6	-0.6	14	-0.2	91	0	0	3	.
O=S(=O)(c1ccc2c(c1)OCO2)N1CCN(c2nnnn2-c2ccccc2)CC1	-1	-1	-2.7	-5	2.9	100	-28	10	0	-8
N#CCC(=O)NCCCOC(=O)Nc1ccc(Cl)c(Cl)c1	-1	3	0.1	-13	0.2	96	-9	-3	1	.
O=C(COc1ccc(Cl)cc1Cl)Nc1cccnc1	-6	0	-0.5	-6	0.0	94	12	2	-2	-2
CCOc1ccccc1C(=O)NCC(=O)OCCOc1cccc(Cl)c1	0	-2	-1.1	0	0.0	94	-1	13	-1	-9
CCOc1ccc(CN2C(=O)CC(=O)N(S(=O)(=O)c3ccc(OCC)cc3)C2=O)cc1	1	1	-2.0	10	0.1	95	-4	5	18	-2
Cc1cc2c(cc1C)NC(C)CC(=O)N2 (centres undefined)	-1	-4	-0.9	7	0.1	96	-1	-1	-4	-11
CC1=NN(c2cccc(Cl)c2)C(=O)C12CC(C)=C(C)CS2 (centres undefined)	1	5	0.0	6	0.5	97	-4	4	3	-5
Cc1ccc2nc(/C(C#N)=C/c3ccc(-c4ccccc4C(=O)O)o3)[nH]c2c1	-1	5	-0.6	6	-0.1	105	1	i	5	-76
O=C(Nc1ccccc1Cl)c1cc[n+](Cc2ccc([N+](=O)[O-])cc2)cc1	1	0	-2.5	7	0.0	80	4	4	2	2
O=C(COC(=O)Cc1ccc(Cl)cc1)NCc1cccs1	2	-12	-1.4	0	-0.4	98	2	-2	2	-6
CC(=O)c1ccc(NC(=O)CN2C(=O)NC(C)(c3ccc4c(c3)OCCO4)C2=O)cc1 (centres undefined)	0	-2	-1.9	6	-0.3	101	3	-1	17	-5
COc1ccc(S(=O)(=O)NCC2CCCN(Cc3ccc(C)o3)C2)cc1 (centres undefined)	1	-3	-2.5	-3	0.2	90	-4	1	0	1
COc1ccc(NC(=O)c2ccc3ncsc3c2)c2ccccc12	-1	2	-0.5	10	0.1	91	-8	4	7	-2
O=C(CCSc1nnc2ccccn12)Nc1ccc2c(c1)OCO2	1	-4	-1.0	6	-0.4	102	-1	25	-1	-6
CCC/C(O)=C1\C(=O)CC(C)(C)CC1=Nc1cccc([N+](=O)[O-])c1	-1	-2	0.3	5	-0.1	97	1	1	3	-15
CCOc1ccccc1OCCC(=O)OCC(=O)Nc1c(C)nn(-c2ccccc2)c1C	1	-5	-0.4	5	-0.3	97	-3	16	-2	-3
CC(=O)N1CCc2cc(S(=O)(=O)NC(C(=O)NC(C)c3ccccc3)C(C)C)ccc21 (centres undefined)	2	5	-1.7	8	-0.2	100	4	-7	2	-5
COc1ccc(NC(=O)CN(C)S(=O)(=O)c2cccc3nsnc23)cc1	-4	-1	-4.3	5	-0.3	105	-1	?	7	-6
COc1ccc(CCNc2c([N+](=O)[O-])c(=O)oc3ccccc23)cc1OC	2	7	-0.9	4	0.2	91	-8	-5	4	-3
CC(=O)c1c(C)[nH]c(C(=O)OCC(=O)Nc2cccc(S(=O)(=O)N3CCCC3)c2)c1C	4	2	-0.6	-11	0.8	80	-3	-10	11	-3
C/C(O)=C(\C#N)P(=O)(c1ccccc1)c1ccccc1	2	7	-0.2	-2	-0.1	103	5	-1	7	-9
NC(=O)NCC12CC3CC(CC(C3)C1)C2	2	0	-0.9	0	0.1	102	5	7	2	-5
COC(=O)CSc1nnc(-c2ccc(S(=O)(=O)N3CCCC3)cc2)o1	-1	10	0.0	6	-0.1	103	12	5	34*	-7
Cc1nn(-c2ccccc2)c(Cl)c1C1C(C#N)=C(N)OC2=C1C(=O)CCC2 (centres undefined)	-1	1	-1.6	16	0.0	91	1	18	2	-5
Cc1cc(C)cc(NCc2cc(=O)oc3cc(-c4ccccc4)c(O)cc23)c1	0	-1	3.8	-5	0.0	94	-1	-2	5	-16
O=C(COC(=O)c1ccc(Br)o1)NCCc1ccccc1	4	0	3.1	11	0.1	95	1	-2	6	-7
CN(C)C(=O)c1ccc(NC(=O)COC(=O)C2CCN(S(=O)(=O)c3ccc4c(c3)OCCO4)CC2)cc1	1	-3	-0.6	1	-0.2	100	8	13	7	-6
Cc1ccc2nc(SCC(=O)N3CCC(C)CC3)nc(=O)n2c1	0	9	-1.4	-3	0.0	99	-1	-4	-1	-7
COc1ccc(C(=O)N/N=C/c2ccc(OC)c(OS(=O)(=O)c3ccccc3)c2)cc1	-6	-7	-2.7	40	1.2	104	1	3	12	-3
Cc1ccc(S(=O)(=O)CCC(=O)OCC(=O)c2ccc(F)cc2)cc1	-1	-2	0.7	-3	-0.1	104	2	-3	8	-6
COc1ccccc1C(=O)NCCc1nc2ccccc2n1C	1	0	-0.4	3	-0.1	94	11	.	4	-5
CCC1Oc2ccccc2N(CC(=O)Nc2ccc(OC)cc2OC)C1=O (centres undefined)	-2	1	-1.3	-4	0.3	98	-1	-1	4	-8
O=C(NC1CCCCC1)C1CCN(S(=O)(=O)c2cccs2)CC1	0	-1	-1.4	1	0.1	89	?	.	1	.
Cc1ccc(OCC(=O)Nc2nc(-c3ccccn3)cs2)c(C)c1	1	-2	-6.7	53*	0.2	99	9	-3	-6	-5
O=S(=O)(Cc1ccccc1)Nc1ccccc1	3	0	-1.2	-2	0.0	100	0	-4	2	-2
CCn1c(=O)c2c(nc(SCc3ccccn3)n2C)n(C)c1=O	1	10	2.2	3	-0.1	96	12	.	-7	.
CCN(CC(=O)NCc1ccc(Cl)cc1)C(=O)/C=C/c1ccccc1	1	1	-1.5	-3	0.1	85	0	0	-3	-3
COc1ccccc1NC(=O)Nc1ccccc1Br	0	-3	-1.0	-1	0.0	105	3	-1	20	9
Cc1cc(C(=O)Nc2nncs2)oc1C	2	7	-0.5	-1	0.0	96	-1	-1	-3	-7
CN(C)c1ccc(/C=C/C(=O)c2ccc(O)cc2)cc1	3	-5	1.5	-16	0.2	129	27	83*	-12	-39
O=C(O)c1cccc(NC(=O)c2cccc(S(=O)(=O)N3CCCCC3)c2)c1	5	4	0.9	1	0.1	101	3	-7	-3	-6
CCn1c(SC)nnc1C1CCN(CC(=O)Nc2ccccc2N2CCOCC2)CC1	4	-4	2.1	-1	0.0	93	-8	-11	18	-4
CN1C(=O)C(C)(C)c2cc(S(=O)(=O)NCC(=O)NCc3ccccc3)ccc21	-1	-4	-0.3	-2	0.3	96	.	.	1	.
CCCCc1ccc(Nc2nc(N3CCOCC3)nc(N3CCOCC3)n2)cc1	-1	2	-1.6	-10	-0.3	96	2	-19	5	-15
O=C(O)c1cc(-c2ccc(Cl)cc2)n(-c2cccc(Cl)c2)n1	1	8	-0.5	-8	0.1	91	0	.	0	-11
CCCCOc1ccc(CSC(=N)N)cc1Cl	3	-7	7.3	-7	0.1	89	0	-8	3	-4
CCOC(=O)C1(Cc2ccccc2C)CCCN(S(C)(=O)=O)C1 (centres undefined)	2	-2	-2.8	-4	0.0	104	-1	-6	-1	-4

In the list so far, these contain a Cl atom:
SMILES	Glyco luc inh	HTR2A ag	MC4R ag barr	H9c2 protect	aDG glyco up	ABCB6 inh 2	PDI turbidity	Vif imaging	MC4R antag cAMP	CaV13 FRET inh
N#CCC(=O)NCCCOC(=O)Nc1ccc(Cl)c(Cl)c1	-1	3	0.1	-13	0.2	96	-9	-3	1	.
O=C(COc1ccc(Cl)cc1Cl)Nc1cccnc1	-6	0	-0.5	-6	0.0	94	12	2	-2	-2
CCOc1ccccc1C(=O)NCC(=O)OCCOc1cccc(Cl)c1	0	-2	-1.1	0	0.0	94	-1	13	-1	-9
CC1=NN(c2cccc(Cl)c2)C(=O)C12CC(C)=C(C)CS2 (centres undefined)	1	5	0.0	6	0.5	97	-4	4	3	-5
O=C(Nc1ccccc1Cl)c1cc[n+](Cc2ccc([N+](=O)[O-])cc2)cc1	1	0	-2.5	7	0.0	80	4	4	2	2
O=C(COC(=O)Cc1ccc(Cl)cc1)NCc1cccs1	2	-12	-1.4	0	-0.4	98	2	-2	2	-6
Cc1nn(-c2ccccc2)c(Cl)c1C1C(C#N)=C(N)OC2=C1C(=O)CCC2 (centres undefined)	-1	1	-1.6	16	0.0	91	1	18	2	-5
CCN(CC(=O)NCc1ccc(Cl)cc1)C(=O)/C=C/c1ccccc1	1	1	-1.5	-3	0.1	85	0	0	-3	-3
O=C(O)c1cc(-c2ccc(Cl)cc2)n(-c2cccc(Cl)c2)n1	1	8	-0.5	-8	0.1	91	0	.	0	-11
CCCCOc1ccc(CSC(=N)N)cc1Cl	3	-7	7.3	-7	0.1	89	0	-8	3	-4

Screening results: PubChem, several laboratories
